# PhoP inhibition: inhibitors of PhoP regulon expression, primary screen, Salmonella Typhimurium, GFP reporter (AID 1863) | S. Typhimurium PhoP-regulated promoter GFP reporter, 4 h; higher % means a stronger effect | inhibition, % at 50 µM, or IC50 in µM where a hit was titrated | 0.16% of 300,000 active;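 active = inhibition over 29.93%, a cutoff 3 SD above the screen mean, later confirmed by dose response; inconclusive = inhibition over 29.93% but no dose response follow-up; inactive = inhibition at most 29.93% or unconfirmed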;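 also: 0% = low Mg2+ inducing control and 100% = high Mg2+ repressing control; strong numbers were not always called active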
# UTI89 phage lysis: inhibition of K1F phage lysis, E. coli UTI89, bacterial capsule biogenesis inhibitors, alamar blue (AID 488966) | inhibition, % at 100 µM, or IC50 in µM where a hit was titrated | 0.02% of 340,000 active | E. coli UTI89 K1F phage lysis, alamar blue, 2 h; higher % means a stronger effect;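 active = phage lysis inhibition, versus mean bacterial control, above a set limit; inconclusive = no clear call, values can overlap the other calls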;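 also: capsule biogenesis inhibitors block K1F phage lysis so surviving cells raise fluorescence; higher fluorescence means more inhibition of phage lysis; actives were called in the ten point dose series up to 300 µM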
# HIV peptide binding: inhibitors of HIV fusion peptide binding, primary screen, biochemical, uHTS, fluorescence dequenching (AID 1986). cell-free peptide binding, fluorescence dequenching, 30 min; higher % means a stronger effect. one-dose inhibition, % at 20 µM; IC50 in µM for titrated hits. 0.3% of 290,000 active; in the data active = inhibition mostly above about 52%, no sharp cut-off; inactive = mostly below about 76%; also: some results filed as inactive read as strong as hits
# GPR55 LPI antagonism: GPR55 antagonists blocking LPI-driven arrestin recruitment, primary screen, imaging, U2OS, beta-arrestin-GFP, LPI agonist (AID 2013); one-dose inhibition, % at 10 µM; IC50 in µM for titrated hits; G-protein coupled receptor 55 (Homo sapiens); 0.13% of 290,000 active; U2OS GPR55 beta-arrestin-GFP translocation imaging, LPI antagonism; higher % means a stronger effect;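 active = spots per cell inhibited over 60%, with over 100 cells counted and total cytoplasm intensity under 500,000; inconclusive = wells with under 100 cells, flagged as likely toxic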;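 also: U2OS cells stably carrying GPR55 and arrestin-GFP stimulated by 5 µM LPI near EC80; imaged beta-arrestin-GFP aggregate spots per cell after agonist stimulation; plate controls were LPI-stimulated DMSO wells for no effect and DMSO wells without LPI for full effect; some results filed as inactive read as strong as hits; confirmed hits need IC50 under 10 µM and bright autofluorescent wells are also inconclusive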
# RSV CPE inhibition: RSV antiviral activity via CPE protection, HEp-2 cells, primary 10 µM value included (AID 2391); one-dose CPE inhibition, % at 10 µM; IC50 in µM for titrated hits; 0.13% of 310,000 active; HEp-2 cells, RSV-induced CPE inhibition; higher % means a stronger effect; in the data active = a potency from the dose series; inconclusive = CPE inhibition mostly from about 23% at the one dose, without a potency; inactive = the rest, 99 in 100 with CPE inhibition below about 21%; also: strong numbers were not always called active
# Dengue-2 NS5 capping: Dengue-2 NS5 methyltransferase inhibitors, primary screen, biochemical, confirmation dose response (AID 588689); Dengue-2 NS5 methyltransferase capping enzyme assay, biochemical; higher % means a stronger effect; 0.3% of 340,000 active; one-dose inhibition, % at 25 µM; IC50 in µM for titrated hits; Genome polyprotein (Dengue virus type 2 (strain 16681-PDK53)); in the data active = a potency from the dose series; inconclusive = inhibition above about 29% without an active follow-up result
# Large T inhibition: SV40 large T antigen inhibitors, biochemical (AID 1903) | SV40 large T antigen ATPase/helicase inhibition assay; higher % means a stronger effect | one-dose inhibition, % at 20 µM; IC50 in µM for titrated hits | 0.39% of 310,000 active; in the data active = a potency from the dose series; inconclusive = inhibition mostly from about 32% at the one dose, without a potency; inactive = the rest, 99 in 100 with inhibition below about 32%; also: strong numbers were not always called active
# Rac1 GTP hydrolysis: MgcRacGAP GTPase-activating activity inhibitors, confirmation, biochemical, ADP Hunter fluorescence; MgcRacGAP-stimulated Rac1 GTP hydrolysis, ADP Hunter fluorescence; higher % means a stronger effect; GST-tagged Rac1 F28L mutant substrate; inhibition, % at 30 µM, or IC50 in µM where a hit was titrated; AID 624330, 2012; 0.6% of 340,000 active;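 active = first-screen hits whose inhibition reached a set limit at any dose in the follow-up dose series; inconclusive = inhibition above the set first-screen limit but never retested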;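 also: fluorescence reports GDP produced by GAP-driven GTP hydrolysis; strong numbers were not always called active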
# GPR35 antagonists: GPR35 antagonists blocking zaprinast-driven arrestin recruitment, primary screen, imaging, U2OS, beta-arrestin-GFP, zaprinast agonist (AID 2058); G-protein coupled receptor 35 (Homo sapiens); 0.052% of 290,000 active; one-dose inhibition, % at 10 µM; IC50 in µM for titrated hits; U2OS GPR35 beta-arrestin-GFP translocation imaging, zaprinast antagonism; higher % means a stronger effect;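 active = inhibition of at least 50% with at least 30 cells and total cytoplasm GFP at most 10,000,000; inconclusive = under 30 cells or total GFP of 10,000,000 plus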
# An asterisk follows results filed as active; ? = inconclusive; . = not tested or not shown; [ ] = another dose, or the depositor's remark.
SMILES,PhoP inhibition,UTI89 phage lysis,HIV peptide binding,GPR55 LPI antagonism,RSV CPE inhibition,Dengue-2 NS5 capping,Large T inhibition,Rac1 GTP hydrolysis,GPR35 antagonists
O=C(Nc1ccc(S(=O)(=O)N2CCCCC2)cc1)C1CCCCC1,2%,0.3%,-0.4%,-7%,11%,1%,-1%,8%,6%
COC(=O)c1ccc(C(=O)NC2CCCc3c2cnn3-c2ccccc2F)nc1 (configuration not stated),-2%,0.2%,0.1%,-14%,4.9%,-2%,10%,9%,1%
CC(C)[C@H](NC(=O)OCc1ccccc1)C(=O)OCC(=O)NCCc1ccccc1,1%,-0.1%,-2.2%,0%,2.0%,-4%,5%,6%,-16%
CCOC(=O)c1cnc2ccccc2c1Nc1cccc(C(=O)O)c1,-5%,-0.8%,3.4%,-1%,-0.8%,-1%,24%,0%,-13%
C/C(=N\Nc1nccnc1Cl)c1ccc(O)cc1,-4%,-0.1%,-1.5%,6%,2.2%,-6%,?,27%,8%
CCc1c(C)nc(SCC(=O)Nc2ccc3c(c2)OCCO3)[nH]c1=O,-3%,0.2%,-1.2%,-3%,-0.7%,4%,17%,0%,6%
Cc1cccc(Cn2c(Cc3ccccc3)nc3ccccc32)c1,11%,0.5%[50 µM],-4.9%,7%,-0.6%,-9%,2%,5%,-14%
Cc1cc(=O)nc2c3ccccc3n(CC(=O)Nc3ccccc3Br)n12,-4%,0.0%,3.3%,12%,2.0%,8%,5%,7%,-8%
CCc1cccc(C)c1NC(=O)C1CCCN1C(=O)NCc1ccccc1 (configuration not stated),1%,0.4%,0.0%,4%,5.3%,1%,22%,6%,1%
CCCOC(=O)c1ccc(NC(=O)Cc2cccs2)cc1,0%,-0.1%,2.1%,-9%,1.9%,2%,25%,4%,7%
COc1ccc(/C=C(\C#N)C(=O)c2c(C)[nH]c3ccccc23)cc1OC,2%,-0.5%,-1.1%,7%,0.1%,-16%,0%,11%,-7%
CC1CCN(C(=O)C2CCC(C)(C(=O)O)C2(C)C)CC1 (configuration not stated),-10%,0.2%,-1.1%,0%,1.2%,-6%,29%,2%,12%
Cc1cccc(-n2nc3c(c2NC(=O)c2ccc(Br)o2)CSC3)c1C,-2%,-1.0%,7.1%,-8%,1.1%,-1%,7%,4%,-1%
NS(=O)(=O)c1ccc(CNC(=O)CSc2nc3ccc(Cl)cc3[nH]2)cc1,-4%,0.5%,-1.4%,7%,0.2%,.,21%,6%,10%
O=C(c1cccs1)N1CCN(Cc2cccnc2)CC1,-6%,0.1%,-1.6%,-12%,2.2%,-11%,-1%,30%,16%
COc1ccccc1C(CNC(=O)c1cccc(S(=O)(=O)Nc2ccc(C)cc2)c1)N1CCCC1 (configuration not stated),-5%,1.1%[50 µM],.,.,-2.6%,-10%,5%,5%,.
CCN(CC)CCN1C(=O)C(=O)/C(=C(/O)c2c(C)[nH]c(C(=O)OC)c2C)C1c1ccccc1OC (configuration not stated),0%,0.6%,1.7%,1%,-0.1%,5%,19%,15%,-3%
COc1ccc(S(=O)(=O)Nc2cccnc2)c(Cl)c1Cl,-10%,0.3%,-0.3%,-2%,6.3%,2%,-13%,9%,-2%
Cc1ccc2nc(N/N=C/c3ccco3)cc(C)c2c1,-4%,0.0%,-1.9%,16%,11%,1%,19%,13%,-6%
O=C(COC(=O)CCN1C(=O)c2ccccc2C1=O)Nc1ccc(S(=O)(=O)N2CCCC2)cc1,2%,2.0%,-1.7%,-26%,0.6%,-2%,5%,4%,13%
COc1cc(OCC(N)=O)cc(OC)c1OC,-8%,2.0%[50 µM],-2.5%,10%,0.2%,-4%,1%,6%,7%
CN(C)c1ccc(C(=O)N2CCN(c3cc(C(F)(F)F)nc4ccccc34)CC2)cc1,-5%,-1.5%,-1.4%,-4%,3.6%,-1%,16%,3%,3%
Cc1ccc(C(=O)N/C(=C/c2ccccc2F)C(=O)NCCCn2ccnc2)cc1,-8%,1.1%,1.3%,10%,1.3%,-8%,10%,6%,-1%
Cc1ccc(NC(=O)COC(=O)CN2C(=O)c3ccccc3C2=O)cc1,.,0.5%[50 µM],.,.,1.6%,8%,.,0%,.
CCN(CC)c1nc(SCC(=O)O)nc(N(CC)CC)n1,-3%,-0.3%,0.0%,11%,1.4%,-3%,6%,6%,18%

# The results go on.
SMILES,PhoP inhibition,UTI89 phage lysis,HIV peptide binding,GPR55 LPI antagonism,RSV CPE inhibition,Dengue-2 NS5 capping,Large T inhibition,Rac1 GTP hydrolysis,GPR35 antagonists
Cn1c(C2=C(O)CN(Cc3ccccc3)C2=N)[n+](C)c2ccccc21,3%,-0.6%,-0.3%,-2%,-1.3%,-4%,-1%,-1%,-3%
CC(Oc1cc(F)ccc1[N+](=O)[O-])C(=O)Nc1ccc(S(=O)(=O)N2CCCC2)cc1 (configuration not stated),-1%,0.1%,-1.5%,13%,-2.0%,-7%,5%,8%,-12%
CCCSc1ccc([C@@H]2[C@@H]3C(=O)N(C)C(=O)[C@@H]3[C@]3(C(=O)OC)CCCN23)cc1OC,0%,0.6%,.,.,2.5%,-5%,26%,3%,.
Cc1ccc(C(=O)OCc2nnc(-c3ccccc3)o2)cc1S(=O)(=O)N1CCOCC1,-5%,1.7%[50 µM],.,.,-0.7%,-4%,11%,8%,.
O=C(CCS(=O)(=O)c1ccccc1)NCc1ccccc1,2%,0.1%,0.5%,-27%,1.4%,-5%,10%,4%,0%
CCc1cc(C(=O)N2CCCC(Nc3ccc(F)c(F)c3)C2)n(C)n1 (configuration not stated),-1%,0.1%,-0.3%,5%,0.5%,-6%,15%,9%,6%
CCC(C)(C)n1nnnc1C(c1cc(OC)ccc1OC)N1CCN(Cc2ccccc2)CC1 (configuration not stated),-4%,-0.5%,-1.1%,9%,-0.8%,-4%,14%,4%,7%
CCOC(=O)c1ccc(NC(=S)N(CCCN2CCCC(C)C2)Cc2ccco2)cc1 (configuration not stated),-2%,0.4%,3.3%,7%,0.1%,1%,24%,3%,11%
Cc1cc(N2CCOCC2)nc2ccc(NC(=O)CCC(=O)N3CCN(c4ccc(F)cc4)CC3)cc12,5%,-0.9%,-1.7%,6%,39%,4%,1%,9%,20%
Cc1ccc(-n2c([O-])nc(-[n+]3ccccc3)c2C=O)cc1,12%,4.2%,-2.5%,9%,0.2%,0%,5%,7%,2%
Cn1c(=O)c2c(nc(Br)n2CC(=O)c2cccs2)n(C)c1=O,6%,0.8%[50 µM],1.2%,12%,2.1%,-5%,0%,8%,-5%
Cc1nn(-c2ccccn2)c2c1C(=O)CC(C)(C)C2Br (configuration not stated),-11%,1.0%[50 µM],0.5%,-7%,-0.6%,-4%,10%,1%,2%
CC(C(=O)N1CCc2ccccc21)N1CCN(S(=O)(=O)c2cccs2)CC1 (configuration not stated),.,1.5%[50 µM],.,.,0.0%,-2%,.,1%,.
O=C(NCc1ccccc1F)C1CCCN1S(=O)(=O)c1ccc(Cl)cc1 (configuration not stated),4%,-2.5%,2.0%,5%,2.5%,5%,22%,-2%,3%
CC(=O)n1nc(-c2cccc(C)c2)nc1SCC(=O)Nc1ccccc1,-13%,0.4%,-1.5%,0%,2.1%,1%,15%,1%,-3%
C=CCn1c(-c2ccccc2)nc2nc3ccccc3nc21,-2%,7.2%,-1.8%,-4%,-1.4%,0%,9%,2%,10%
CC(Sc1ncccn1)C(=O)NC1(C#N)CCCCC1 (configuration not stated),.,-0.1%,.,.,1.5%,-7%,.,5%,.
CCN(C(=O)CSc1nc2ccccc2o1)C1CCS(=O)(=O)C1 (configuration not stated),-2%,1.4%[50 µM],.,.,-0.8%,0%,17%,2%,.
c1ccc(OCc2nn3c(-c4ccncc4)nnc3s2)cc1,-11%,3.8%,-0.1%,0%,1.9%,-7%,3%,10%,4%
O=C(NCc1ccncc1)c1cncc(Br)c1,-6%,0.6%,-0.5%,-5%,0.5%,-6%,22%,3%,-1%
CN1CCN(C(=O)/C(C#N)=C/c2ccc(F)cc2)CC1,-3%,1.8%,-0.5%,4%,0.6%,-6%,2%,-1%,5%
C[C@H]1C(=O)N(C)CCN1C(=O)c1cccc(OC2CCN(CC(C)(C)C)CC2)c1,14%,0.2%,1.8%,10%,0.4%,4%,5%,.,-7%
COc1ccc(N2CC(C(=O)Nc3ccc(F)cc3F)CC2=O)cc1 (configuration not stated),-4%,0.4%,2.3%,12%,0.6%,-1%,11%,8%,4%
NC(=O)C1CCN(c2ccc([N+](=O)[O-])cc2Cl)CC1,-4%,0.5%,-0.6%,-17%,6.1%,-2%,4%,-4%,-4%
Cc1cc2ccccc2n1CCNCc1c(C(=O)N2CCOCC2)nc2ccccn12,-5%,-0.2%,-1.4%,-8%,1.7%,-2%,8%,6%,5%

# (continued)
SMILES,PhoP inhibition,UTI89 phage lysis,HIV peptide binding,GPR55 LPI antagonism,RSV CPE inhibition,Dengue-2 NS5 capping,Large T inhibition,Rac1 GTP hydrolysis,GPR35 antagonists
COC(=O)c1[nH]c2c(c1C)C(=O)CC(c1ccc(C)cc1)C2 (configuration not stated),-13%,0.5%,-1.4%,0%,1.0%,-3%,18%,10%,2%
Cc1ccc(S(=O)(=O)N2CCC(NC(=O)c3cccc(F)c3)CC2)cc1,3%,-1.1%,1.5%,-5%,-0.6%,.,6%,-10%,7%
Cn1c(CN2CCOCC2)nnc1SCC(N)=O,-10%,3.1%,1.3%,6%,1.3%,2%,16%,12%,17%
CCCc1cc(=O)n2[nH]cc(-c3ccc(Cl)cc3)c2n1,22%,0.8%,10%,2%,7.0%,7%,11%,12%,-20%
O=C(NCc1ccccn1)c1cccc(NS(=O)(=O)c2ccccc2F)c1,5%,1.9%[50 µM],0.0%,11%,1.5%,-1%,2%,9%,8%
O=C(CCNC(=O)c1ccccc1Cl)Nc1cccc(C(F)(F)F)c1,8%,1.1%,2.5%,10%,0.0%,.,0%,1%,4%
O=C(O)COc1ccccc1/C=N/NC(=O)CSc1nnc(SCc2cccc3ccccc23)s1,-2%,0.1%,27µM*,0%,-1.1%,10%,11%,8%,13%
Cc1onc(-c2ccccc2Cl)c1C(=O)N1CCN(c2cccc(Cl)c2)CC1,-5%,0.1%,-1.6%,3%,0.2%,-1%,4%,3%,27%
Cn1c(SCC(=O)Nc2ccc(N3CCOCC3)c(Cl)c2)nnc1C(O)c1ccccc1 (configuration not stated),5%,2.2%,0.8%,-3%,1.3%,0%,4%,8%,-2%

# No enrichment for hits. About 1.5% of those tested had a hit in this group.
